STAT1 inh = inhibitors of IFN-gamma induced STAT1 signaling; NIH 3T3 STAT1-luciferase reporter, luminescence; AID 920; actives 0.35% (n = 200,000); inhibition, % at 5.5 µM;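 active = inhibition above a set limit, the mean inhibition across all tested compounds plus 3 SD, cut at about 34% in these data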;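 also: 0% = IFN-gamma with DMSO and 100% = IFN-gamma with 300 µM nifuroxazide; values of inactives mirror those of a sister screen read the other way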
APP 5'UTR act = APP 5'UTR luciferase reporter activation; SH-SY5Y APP 5'UTR luciferase reporter, luminescence; zero percent = DMSO vehicle wells; activation, % at 2 µM; actives 1% (n = 190,000); AID 1276;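 active = activation above a set limit, based on mean plus 3 SD of controls, cut at about 140% in these data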; also: values of inactives mirror those of a sister screen read the other way
NF-kB expr up = compounds increasing NF-kB expression in human neuronal cells; NF-kB reporter expression; stronger effect = higher value; actives 1.6% (n = 190,000); fold change at 12.5 µM; in the data active = fold change above about 3.3
FLuc inhib CS = inhibits firefly luciferase, flagging false hits in luciferase inhibition screens | AID 1006 | inhibition, % at 10 µM | ATPLite firefly luciferase biochemical luminescence, 10 min | actives 1.5% (n = 200,000);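 active = inhibition above about 50% when tested at 10 µM, limit read from the data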
Target sequence (P08659 whole entry, looked up): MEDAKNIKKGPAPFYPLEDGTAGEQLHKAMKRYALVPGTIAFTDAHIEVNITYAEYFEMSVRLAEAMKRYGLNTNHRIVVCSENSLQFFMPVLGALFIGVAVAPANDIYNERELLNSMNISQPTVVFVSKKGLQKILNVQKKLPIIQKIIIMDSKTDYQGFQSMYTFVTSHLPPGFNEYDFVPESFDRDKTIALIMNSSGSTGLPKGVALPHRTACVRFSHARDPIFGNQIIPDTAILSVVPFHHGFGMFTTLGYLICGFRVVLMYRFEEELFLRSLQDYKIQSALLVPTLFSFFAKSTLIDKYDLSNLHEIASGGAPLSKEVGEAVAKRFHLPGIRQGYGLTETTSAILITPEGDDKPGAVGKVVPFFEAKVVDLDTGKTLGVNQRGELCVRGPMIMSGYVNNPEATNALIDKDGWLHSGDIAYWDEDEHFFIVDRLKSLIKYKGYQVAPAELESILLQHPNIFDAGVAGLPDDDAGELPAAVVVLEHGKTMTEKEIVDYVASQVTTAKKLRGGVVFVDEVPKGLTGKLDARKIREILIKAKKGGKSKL
Hsp70 activator = switches on Hsp70 transcription; actives 0.04% (n = 200,000); HeLa Hsp70 promoter luciferase reporter, luminescence; scaled: vehicle 0, proteasome-inhibitor control 100%; AID 1203; activation, % at 10 µM;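 active = activation above the mean across all tested compounds plus 3 SD, cutoff set per campaign, cut at about 5.5% in these data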;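 also: 100% = MG132 at 30 µM as the positive control and 0% = DMSO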
RAM network inh = yeast RAM network inhibition. inhibition, % at 50 µM. S. cerevisiae dse1pr::URA3 reporter, 5-FOA growth OD615, 2 d; analog-sensitive cbk1-as2 kinase mutant strain. AID 868. actives 1.8% (n = 190,000);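 active = inhibition above a set limit, 3 SD over mean compound inhibition, cut at about 8.4% in these data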;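 also: 0% = DMSO-only wells with no growth and 100% = 10 µM 1-NA-PP1 full growth; inhibition rescues growth on 5-FOA so higher OD means more RAM inhibition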
STAT3 blocker = reduces IL-6 driven STAT3 reporter signal; U3A cells, IL-6 STAT3-luciferase reporter, luminescence; host cell line lacks STAT1; inhibition, % at 5.5 µM; actives 0.89% (n = 190,000);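 active = inhibition above the mean inhibition across all screened compounds plus 3 SD, cut at about 44% in these data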;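 also: 0% = DMSO only wells and 100% = 100 µM nifuroxazide control wells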
APP transl inh = APP translation inhibition; SH-SY5Y APP 5'UTR-luciferase reporter, luminescence; inhibition, % at 2 µM; AID 1285; actives 0.82% (n = 190,000);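 active = inhibition above a set limit, derived from the sample mean plus 3 SD, cut at about 45% in these data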; also: values of inactives mirror those of a sister screen read the other way
STAT1 act = activators of IFN-gamma induced STAT1 signaling; NIH 3T3 STAT1-luciferase reporter, luminescence; 100% = IFN-gamma alone, no compound; activation (% of control), % at 5.5 µM; actives 2.6% (n = 200,000); AID 932;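 active = activation above the screen-wide mean activation plus 3 SD, cut at about 130% in these data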;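 also: raw ratio to IFN-gamma control signal so 100% means no change and 0% no light; values of inactives mirror those of a sister screen read the other way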
STAT3 activator = STAT3 signaling activation; activation (% of control), % at 5.6 µM; U3A cells, IL-6 STAT3-luciferase reporter, luminescence; 100% = signal with IL-6 EC80 alone; actives 0.91% (n = 190,000);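 active = activation above the screen-wide mean of compound activation plus 3 SD, cut at about 130% in these data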;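 also: 0% = background luminescence of wells with medium and substrate only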
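Test system: STAT3-luciferase reporter U3A cells; Detection: reporter luminescence signal; Times: 1 h compound pre-exposure, 6 h IL-6 stimulation, 37 °C; Benchmarks: IL-6-only high control; Also added: IL-6 stimulus at 33 ng/mL final.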
The depositor's hits bear a star; nt = no result given.

SMILES	STAT1 inh	APP 5'UTR act	NF-kB expr up	FLuc inhib CS	Hsp70 activator	RAM network inh	STAT3 blocker	APP transl inh	STAT1 act	STAT3 activator
CCOC(=O)C(C)(C)Sc1ncnc2nc[nH]c12	-2	-14	1.2	-8	-0.4	-0.2	-3	14	103	105
O=C(Nc1nccs1)c1ccc(NC(=O)C2CC=CCC2C(=O)O)cc1 (stereo unspecified)	0	-7	1.2	-1	-0.2	6.8	-1	7	101	103
COc1ccc(N=C(N(C)C)P(=O)(N(C)C)N(C)C)cc1	6	-16	0.95	3	-0.8	2.5	5	16	94	102
Cc1cccc(OCCCC(=O)Nc2nc3ccccc3[nH]2)c1	-13	34	1.4	2	0.1	-0.1	10	-34	112	96
c1ccc(CNc2ncnc3ccccc23)cc1	10	-3	0.61	4	-0.5	0.8	32	3	89	76
CN(C)CC/C=C1/c2cc(F)ccc2CSc2ccc(F)cc21	-4	3	1.1	-9	-0.3	0.3	-6	-3	104	105
Cc1ccc(-n2nnnc2SCC(=O)NC(=O)Nc2ccc3c(c2)OCCO3)cc1	-21	27	1.8	4	1.1	4.6	-4	-27	119	108
CC(=O)c1ccccc1NC(=O)COC(=O)CCCN1C(=O)c2cccc3cccc(c23)C1=O	5	20	1.1	-7	-0.4	2.8	5	-20	95	98
CN(c1ccc(OCC(=O)NC2CCCC2)cc1)S(=O)(=O)c1cccs1	0	-4	0.87	-6	-0.3	-0.8	15	4	100	93
CCOC(=O)c1ccc(-n2c(CN3CCN(CC)CC3)nc3ccc([N+](=O)[O-])cc3c2=O)cc1	-1	4	0.58	-7	-0.4	0.0	12	-4	99	98
Cc1cc(Br)c(NC(=O)CN(C)CCOc2ccccc2)c(Br)c1	9	29	1.1	3	-0.1	0.6	1	-29	91	101
CCOC(=O)c1oc2ccc(CNC(C)(C)C)c(Cl)c2c1C	4	-9	1.3	-7	0.1	-1.1	4	9	96	100
COc1ccc(-c2cc(=O)c3cc(OC)c(OC)cc3[nH]2)cc1	-5	6	1.1	4	-0.3	0.9	-7	-6	105	104
Cc1cccc(NC(=S)N(CCN(C)C)C(C)c2cccnc2)c1 (stereo unspecified)	4	12	1.1	-10	-0.3	2.9	0	-12	95	106
Cn1c(Cc2ccccc2)nnc1SCC(=O)c1ccc(Br)s1	8	0	1.6	-3	-0.2	2.3	9	0	93	96
CCCCn1c(SCc2ccc(C(=O)OC)o2)nc2cc(S(N)(=O)=O)ccc21	5	8	0.67	-1	-0.4	2.2	25	-8	96	82
CC(C)=CCc1c2c(c3occ(-c4ccc(O)cc4)c(=O)c3c1O)C=CC(C)(C)O2	-8	2	1.2	-11	-0.5	17*	-5	-2	106	105
N#Cc1cc(Oc2ccccc2)c(-n2nnc3ccccc32)cc1C#N	-2	1	1.2	-6	-0.1	4.5	-13	-1	104	114
Cc1cc(C)cc(C(=O)OCC(=O)NCC(F)(F)F)c1	13	-4	0.89	-6	-0.4	1.7	-5	4	90	102
O=C(Cc1ccc(S(=O)(=O)N2CCCC2)s1)N1CCN(c2ccccc2)CC1	0	25	1.1	-6	-0.3	0.9	-3	-25	98	104
COc1ncccc1C(=O)N1CCCC(C(=O)c2cccc(OC(C)C)c2)C1 (stereo unspecified)	10	9	1.1	-3	-0.3	0.5	9	-8	89	95
CCCC(c1nnnn1Cc1ccco1)N1CCN(C2CCCC2)CC1 (stereo unspecified)	8	-14	1.1	-5	-0.2	2.2	23	14	94	86
Cc1ccc2[nH]c(=O)c(CN(CCCN3CCOCC3)Cc3nnnn3C3CCCC3)cc2c1	6	17	0.95	-6	0.1	0.2	8	-17	95	96
O=C(NCc1ccccn1)c1ccc(CNS(=O)(=O)c2cccc(C(F)(F)F)c2)cc1	-4	2	1.1	-3	-0.2	0.6	-3	-2	102	108
O=C(Nc1ccc(F)cc1F)c1ccc(-n2cncn2)nc1	6	-17	1	3	-0.1	2.0	22	17	95	87

Only Hsp70 activator and NF-kB expr up, for 2 of the compounds above:
| Structure | Hsp70 activator | NF-kB expr up |
| --- | --- | --- |
| Cn1c(Cc2ccccc2)nnc1SCC(=O)c1ccc(Br)s1 | -0.2 | 1.6 |
| N#Cc1cc(Oc2ccccc2)c(-n2nnc3ccccc32)cc1C#N | -0.1 | 1.2 |

Single entries from the results shown.
Result of N#Cc1cc(Oc2ccccc2)c(-n2nnc3ccccc32)cc1C#N under RAM network inh: 4.5
Result of CCCC(c1nnnn1Cc1ccco1)N1CCN(C2CCCC2)CC1 (stereo unspecified) under NF-kB expr up: 1.1
Result of Cc1cccc(NC(=S)N(CCN(C)C)C(C)c2cccnc2)c1 (stereo unspecified) under NF-kB expr up: 1.1
Result of O=C(Nc1nccs1)c1ccc(NC(=O)C2CC=CCC2C(=O)O)cc1 (stereo unspecified) under STAT1 inh: 0
Result of CN(c1ccc(OCC(=O)NC2CCCC2)cc1)S(=O)(=O)c1cccs1 under APP 5'UTR act: -4

(cont.)
SMILES	STAT1 inh	APP 5'UTR act	NF-kB expr up	FLuc inhib CS	Hsp70 activator	RAM network inh	STAT3 blocker	APP transl inh	STAT1 act	STAT3 activator
CCOC(=O)COc1ccc(S(=O)(=O)c2ccc(OCC(=O)OCC)cc2)cc1	0	12	0.98	-1	-0.5	1.1	7	-12	100	99
COc1ccc(OCC(O)Cn2c(=N)n(CCN3CCCCC3)c3ccccc32)cc1 (stereo unspecified)	8	-15	0.48	-5	-0.2	-0.4	20	15	93	88
COc1ccc(/C=C2/SC(=O)N(NS(=O)(=O)c3ccccc3)C2=S)cc1OC	-1	-13	1	-7	0.1	5.3	-2	13	101	102
Cc1cc(S(=O)(=O)Nc2ccccc2C)ccc1F	2	nt	1.3	-5	-0.3	2.9	13	-30	98	92
Cc1cc(C)nc(/N=C(\N)Nc2ccc3c(c2)OCCO3)n1	2	14	0.82	-2	0.1	0.5	6	-14	98	100
CC(=O)c1ccc(N2CCN(S(=O)(=O)c3c(C)[nH]c(=O)[nH]c3=O)CC2)cc1	8	26	1.5	-3	-0.1	6.7	12	-26	93	92
Cc1ccc2c(CC(=O)O)coc2c1	-2	7	0.97	-1	-0.3	-1.1	-2	-7	102	105
Brc1csc(/C=N/Nc2nc3ccccc3s2)c1	-101	162*	4.4*	54*	-0.1	3.4	-14	-162	190*	114
O=C(Nc1ccc(F)cc1)NC1CCN(Cc2ccccc2)CC1	5	-7	0.9	-8	-0.3	1.0	3	8	95	98
CC(=O)/C(=N/Nc1cccc(Cl)c1)N1CCOCC1	2	-9	1.2	-2	-0.3	-0.3	-24	9	99	120
Fc1c(F)c(F)c(/C=N/NC(=S)Nc2cccnc2)c(F)c1F	-7	-6	1	-4	-0.1	3.5	2	6	105	103
O=[N+]([O-])c1cc([N+](=O)[O-])c(N2CCOCC2)cc1NCc1ccccc1	2	4	1.3	-8	-0.4	2.9	0	-4	98	107
Cc1ccc(N2CC(C(=O)NCc3cccs3)CC2=O)cc1C (stereo unspecified)	-6	5	1.4	-5	-0.5	2.6	-3	-5	103	104
O=C(Nc1nc2c(s1)CCCC2)c1cc(-c2ccccc2)nc2ccccc12	-1	9	1.1	1	-0.4	3.8	-2	-9	101	102
OCC1N=C(c2ccccn2)OC1c1ccccc1 (stereo unspecified)	1	-5	0.79	-2	0.2	1.3	10	5	99	95
CCn1c(SCC(=O)c2ccc(CNC(C)=O)o2)nnc1-c1cccs1	4	-3	1.1	-3	-0.3	0.1	0	3	96	104
CC(=O)c1sc(-c2cccc(Cl)c2)nc1C	-9	16	1.4	2	0.0	0.6	10	-16	108	94
COC(=O)c1cccc(NC(=O)/C=C/c2ccc([N+](=O)[O-])cc2)c1	-11	-5	1.3	22	-0.3	6.2	12	5	109	91
CCOc1ccc2[nH]c(=O)c(CN(CCO)C(=O)c3ccc(OC)c(OC)c3)cc2c1	2	-3	0.9	-3	-0.1	0.9	1	3	98	104
CCOC(=O)c1c(NC(=O)CSc2ncccn2)sc2c1CCN(Cc1ccccc1)C2	3	-9	1.3	-3	-0.3	1.5	-1	9	98	101
C/C(O)=C(\C#N)c1nc2ccccc2[nH]1	-3	-3	1.2	-3	-0.2	1.1	0	3	102	98
Cn1cnnc1SCC(=O)Nc1ccc(F)cc1F	-3	-22	1.1	1	-0.1	1.1	3	22	103	98
CCOC(=O)COc1cc(N)c(Cl)cc1Cl	-6	2	1.2	2	-0.1	1.7	1	-2	105	102
Cc1cc([N+](=O)[O-])c(NCCCCCCO)c([N+](=O)[O-])c1	6	14	nt	nt	-0.1	nt	-1	-14	94	105
N#CC1=C(N)NC(SCc2ccc(Cl)cc2)=C(C#N)C12CCCCC2	0	12	0.88	-4	0.0	6.4	5	-12	100	99
(next part)
SMILES	STAT1 inh	APP 5'UTR act	NF-kB expr up	FLuc inhib CS	Hsp70 activator	RAM network inh	STAT3 blocker	APP transl inh	STAT1 act	STAT3 activator
COc1cccc(CNC(=O)C2CCCN(S(=O)(=O)c3cccc4nonc34)C2)c1 (stereo unspecified)	-8	-6	1.1	-3	-0.1	0.7	-9	6	107	105
COc1cccc2cc(C(C)N(CCCN3CCOCC3)C(=S)Nc3cccc(C)c3C)oc12 (stereo unspecified)	3	7	1.1	-5	-0.2	2.8	14	-7	96	90
CCOC(=O)C1(Cc2ccc(OC)cc2)CCN(C(=O)C2CCCO2)CC1 (stereo unspecified)	-3	4	1.4	-3	0.2	-0.9	-1	-4	101	106
COc1ccc(CC2(CO)CCN(Cc3cc4ccccc4o3)CC2)cc1	2	4	1	-6	-0.3	1.9	5	-4	97	99
COc1ccc(CCC(C(O)C(F)(F)F)S(=O)c2ccccc2)cc1 (stereo unspecified)	-1	16	1.1	-5	-0.2	-0.6	0	-16	101	103
Nc1nonc1-n1nnc(C(=O)N/N=C/c2cccc(Cl)c2)c1CSc1ccc(Cl)cc1	3	-4	1.7	1	-0.2	6.8	10	4	96	98
CCN1CC2=C(OC(N)=C(C#N)C2c2cccs2)/C(=C/c2cccs2)C1 (stereo unspecified)	5	nt	0.76	-5	-0.2	-0.4	13	-34	98	92
O=C(N/N=C/c1cccnc1)C(O)c1ccccc1 (stereo unspecified)	2	0	1.1	0	-0.1	0.9	11	0	98	93
Cc1ccc(S(=O)(=O)N(C)c2nonc2C)cc1	8	-3	1	-4	-0.5	-0.7	2	3	93	101
COc1ccc(NC(=S)N2CCN(Cc3ccccc3)CC2)c(OC)c1	0	9	0.99	-4	-0.2	0.3	-1	-9	99	105
CCc1nnc(NC(=O)COc2ccc([N+](=O)[O-])cc2)s1	11	-10	1.2	0	0.2	0.2	16	10	89	89
CCC(C)NCCC(=O)Nc1ccc(Cl)c(S(=O)(=O)Nc2ccc(Cl)cc2)c1 (stereo unspecified)	4	5	0.89	-2	-0.2	-0.1	1	-5	96	104
Cc1ccc(NC(=O)COC(=O)c2ccc(F)cc2Cl)c(Br)c1	3	4	1.4	-9	-0.2	6.3	16	-4	97	90
CNc1cncc(C(=O)O)c1	4	0	1.1	-2	-0.2	0.8	-4	0	97	104
CN(C)C(/C=C/Nc1ccc(Br)cc1)=C(C#N)C#N	-4	4	1.1	-5	-0.3	0.1	-24	-4	102	126
CN(/N=C/c1c[nH]c2ccccc12)c1cnn(-c2ccc(F)c(Cl)c2)c(=O)c1Cl	-4	4	1.3	-5	-0.3	5.8	-30	-4	104	121
CCN(c1ccccc1)S(=O)(=O)c1ccc(OC)c(NC(=O)CNCCc2ccccc2)c1	12	20	0.72	-2	-0.1	5.8	-1	-20	88	105
CCn1cc(C(=O)O)c(=O)c2cc(F)c(N3CCN(C(=S)NC(=O)c4ccc(Br)cc4)CC3)cc21	3	-6	1.1	-9	-0.4	4.0	-4	6	97	107
